XiGFP reactiv – reactivates the inactive X chromosome in mouse fibroblasts; AID 743238; activation, % at 7.58 µM; hit rate 0.055% among 360,000; XiGFP mouse fibroblasts, % GFP-positive cells imaging, 3 d; cells co-treated with 5-aza-dC sensitizer; scaled so ellipticine positive control = 100%;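 active = mean normalized replicate activation at least 10% and every replicate at or above 10%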;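 note: 0% = median of on-plate neutral control wells and 100% = ellipticine 6 µM median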
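Assay system – SV40-immortalized XiGFP fibroblast cells, line 68-5-11 · Buffer or medium – DMEM supplemented with 5-aza-dC as sensitizing agent · Dosing – one concentration, pinned · Benchmarks – positive control ellipticine, 6 µM final · Times – 3 days compound exposure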
Cneo AK release – Cryptococcus neoformans lysis via adenylate kinase release; C. neoformans lysis, adenylate kinase release luminescence, 4 h; normalised: neutral wells 0, clomiphene wells 100; hit rate 0.2% among 360,000; lysis activity, % at 15 µM;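 active = mean lysis activity across replicates of at least 80%, whatever share of replicates individually reach that level; inactive = mean lysis activity below 80%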
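Schedule: static 4 h at 37 °C with compound, 1 h detection; system: C. neoformans cells; benchmarks: Clomiphene as positive control; buffer or medium: fresh YPD medium; measure: luminescence rise reflecting yeast cell lysis; measured by: luminescent adenylate kinase detection reagent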
ERAP1 inh – inhibitors of human ERAP1 aminopeptidase. inhibition, % at 10.7 µM. hit rate 0.15% among 340,000. recombinant ERAP1, Leu-AMC fluorescence, 60 min. AID 652197;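 active = mean replicate inhibition of at least 30%, or all replicates individually reaching that 30% level; inactive = mean below 30% and not every replicate reaching it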;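 note: 0% = neutral control wells and 100% = L-leucinethiol positive control wells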
Statin myotox sup – suppression of simvastatin myotoxicity; C2C12 myotubes + simvastatin, ATP luminescence, 48 h; scaled: DMSO 0, geranylgeraniol control 100; hit rate 0.78% among 330,000; rescue of ATP level, % at 7.49 µM;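 active = mean ATP rescue above about 67%, or every replicate alone reaching that limit, limit read from the data, passing the limit was not always enough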;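 note: myotubes were challenged with 10 µM simvastatin during compound exposure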
S100A4 inh HTS – S100A4-myosin IIA interaction inhibition. P26447. S100A4/TAMRA-MyoIIA peptide fluorescence polarization. inhibition, % at 10.7 µM. hit rate 0.14% among 360,000. AID 652163;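 active = mean inhibition of at least 70% across replicates, with every replicate also reaching that level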
Target sequence (P26447 whole entry, looked up): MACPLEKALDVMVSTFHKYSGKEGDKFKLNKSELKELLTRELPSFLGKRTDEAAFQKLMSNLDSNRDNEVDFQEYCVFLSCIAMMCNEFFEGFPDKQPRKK
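Material: S100A4 monomer protein | Medium: HEPES pH 7.2 with CaCl2, KCl, NaCl, DTT, Triton | Reagent: Labelled myosin peptide probe, 5 nM | Doses: One dose per compound | Times: 5 min incubation before reading | Benchmarks: Neutral control DMSO, positive control TFP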
SIRT5 inh – inhibitors of human sirtuin-5 desuccinylase | Q9NXA8 | Purified SirT5, succinyl-peptide AMC, trypsin-coupled fluorescence | inhibition, % at 15 µM | hit rate 1.1% among 330,000; in the data active = inhibition above about 15%
Target sequence (Q9NXA8 whole entry, looked up): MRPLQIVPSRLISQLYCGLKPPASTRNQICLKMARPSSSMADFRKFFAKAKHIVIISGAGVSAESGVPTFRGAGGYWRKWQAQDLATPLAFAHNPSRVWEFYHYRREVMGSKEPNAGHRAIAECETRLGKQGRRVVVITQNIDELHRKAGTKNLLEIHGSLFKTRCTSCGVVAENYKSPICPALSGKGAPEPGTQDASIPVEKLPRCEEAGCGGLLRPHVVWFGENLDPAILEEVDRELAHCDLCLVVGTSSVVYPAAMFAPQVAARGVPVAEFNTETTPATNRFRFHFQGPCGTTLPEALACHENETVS
LGR2 inh – blocks bursicon-induced cAMP signaling via Drosophila LGR2; HEK293 LGR2, CRE-luciferase, bursicon-stimulated, 4 h; inhibition, % at 9.99 µM; hit rate 0.35% among 380,000;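 active = drop in luminescence signal, shown as inhibition above about 50% in the replicate tests, limit read from the data, passing the limit was not always enough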;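 note: agonist challenge used bursicon conditioned medium at about half maximal strength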
PGC1a acetyl inh – modulators of PGC1a acetylation; hit rate 0.17% among 350,000; inhibition, % at 15.6 µM; U2OS PGC1a acetylation, AlphaScreen anti-acetyl-lysine; with virally co-expressed GCN5 acetyltransferase;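 active = every replicate shows inhibition of at least 40%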;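 note: 0% = neutral control wells and 100% = positive control wells; some results beyond the cut were filed as inactive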
The depositor's hits bear a star; . = no result given; & = joins results of further samples; ! = repeats disagree. These rows are one share of the data, so the mix of outcomes need not match the whole.

SMILES	XiGFP reactiv	Cneo AK release	ERAP1 inh	Statin myotox sup	S100A4 inh HTS	SIRT5 inh	LGR2 inh	PGC1a acetyl inh
O=C(Nc1nnc([C@@H]2C[C@H](O)[C@@H](CO)O2)s1)Nc1cccc2c1CCCC2	-0.1	-0.2	-2.1	-21.4	-9.4	-4.6	-8.5	.
C(#Cc1c(-c2ccsc2)sc2ccccc12)c1ccsc1	0.0	-9.1	4.1	3.6	4.4	-4.3	-14.5	.
O=C(Nc1ccc(Cl)cc1)C1Cc2c(-c3ccc4c(c3)OCO4)ccnc2O1 (stereo not drawn)	0.0	13.2	-1.3	13.5	-5.0	0.7	-3.4	3.3
COc1ccc(CCNC(=O)CCNC(=O)c2ccc([N+](=O)[O-])cc2)cc1	0.0	-0.8	-2.5	-0.4	-2.5	-7.8	3.9	-1.0
CC1CN(C(=O)N2CCOCC2)CCN1C(=O)N1CCOCC1 (stereo not drawn)	0.1	.	-1.8	2.9	-1.3	.	-2.9	4.7
C[C@@H]1CN([C@@H](C)CO)C(=O)c2cc(Br)cnc2O[C@H]1CN(C)Cc1cccnc1	0.3&0.1	-5.1&-0.4	-5.1&-3.4	4.1&-8.4	0.3&4.3	35.6*!	-4.1&7.0	7.8&-1.0
COc1cccc(NC(=O)N[C@@H]2CC[C@H](CC(=O)NCc3ccccn3)O[C@@H]2CO)c1	-0.1	1.2	2.3	-9.0	2.3	-3.5	-13.8	4.1
CCCN(CCC)C(=O)c1ccc2c(c1)N(CC)C(=O)c1ccccc1S2(=O)=O	-0.1	.	6.6	-1.2	-2.9	-6.6	14.5	.
Cc1nn(C)cc1NC(=O)C[C@@H]1CC[C@H]2[C@@H](COc3ccc(NC(=O)c4cccc(F)c4)cc3C(=O)N2C)O1	0.0	1.9	-1.2	-10.9	1.2	1.7	3.7	6.1
O=C(COc1ccccc1/C=C1\SC(=S)NC1=O)Nc1ccc(F)cc1	0.0	1.8	-8.7	-14.2	-3.7	-2.6	13.7	-7.5
CCn1c(SCC(=O)N/N=C/c2c[nH]c3ccccc23)nnc1-c1ccc(Cl)cc1	0.1	.	-2.9	.	1.0	-0.6	13.1	.
Cc1noc(C)c1S(=O)(=O)Nc1ccc2c(c1)C(=O)N([C@@H](C)CO)C[C@H](C)[C@H](CN(C)C(=O)Nc1cccc3ccccc13)O2	0.2	56.1	2.9	-7.4	6.1	3.1	19.3	5.1
CCCCn1c(N)c(N(CCOC)C(=O)c2cc(S(=O)(=O)N3CCCCC3)ccc2Cl)c(=O)[nH]c1=O	0.1	-0.4	6.5	11.5	-3.3	-2.8	-7.9	-1.1
CCCn1c(C)cc(C(=O)COC(=O)CN=C2NS(=O)(=O)c3ccccc32)c1C	-0.1	-1.1	.	-4.8	.	.	-0.3	13.7
CCOC(=O)C1CN(C(=O)OCC)CC1=NNC(N)=O (stereo not drawn)	0.2	-0.9	-0.5	-12.0	2.3	.	7.5	5.6
COc1ccc(C(=O)Nc2cc(C)on2)cc1[N+](=O)[O-]	0.5	.	1.1	.	-12.6	-4.8	-12.3	.
Cc1cccc(Oc2ccc(S(=O)(=O)N3CCCCC3)cc2N)c1	0.2	.	-1.6	.	4.9	1.1	15.5	.
COc1ccc(-c2nnc(SCC(=O)Nc3ccc(C(=O)O)cc3)n2-c2ccc(Cl)cc2)cc1	0.1	-3.7	-9.1	0.3	-6.9	3.8	-16.5	-2.9
COc1cccc(S(=O)(=O)Nc2ccc3c(c2)C(=O)N(C)C[C@@H](OC)[C@H](C)CN[C@@H](C)CO3)c1	1.7	0.3	-1.2	5.5	-0.9	-1.2	8.2	-1.2
Cc1ccc(NC(=O)Nc2cnc3ccccc3c2)cc1	0.0	.	2.2	-38.6	5.1	-3.5	-82.4	5.6
Cc1ccc(NC(=O)c2ccccc2CCc2ccccc2)c(C)c1	.	-0.2	.	-14.4	.	.	5.8	-2.9
COc1ccc(NC(=S)NC(=O)C2CCCCC2)cc1	0.5	0.6	0.4	-5.6	4.7	-3.3	-34.5	.
COc1ccccc1CNc1nc(Oc2cccc(F)c2)c2sccc2n1	0.0	3.3	3.1	-6.6	-10.3	-1.8	-6.3	-9.8
O=C(NC(=S)Nc1ccc(Cl)cc1Cl)C1CC1	-0.1	4.0	-0.6	.	-4.5	-1.3	-65.2	-14.0
CCNC(=O)N(CC)C[C@H]1N[C@@](C)(C(=O)OC)[C@H]2C(=O)N(C)C(=O)[C@@H]12	0.0	0.6	-4.9	-4.7	-4.1	-3.5	2.9	11.6
New compounds follow:
SMILES	XiGFP reactiv	Cneo AK release	ERAP1 inh	Statin myotox sup	S100A4 inh HTS	SIRT5 inh	LGR2 inh	PGC1a acetyl inh
O=C(c1ccc(Cl)c([N+](=O)[O-])c1)N1CCN(c2ccccn2)CC1	0.1	.	2.2	.	4.2	4.2	7.8	.
COc1ccc(S(=O)(=O)Nc2ccc3c(c2)C(=O)N([C@@H](C)CO)C[C@H](C)[C@H](CN(C)C(=O)CCCN(C)C)OCCCC[C@@H](C)O3)cc1	-0.7	.	0.4	.	4.9	.	3.0	12.1
C#CCOCCOCCOCCNc1nc(N2CCN(C(=O)Cn3cc(CC(C)O)nn3)CC2)nc(N2CCN(C(=O)[C@H]([C@@H](C)CC)n3cc(CCCCN)nn3)CC2)n1 (stereo partly drawn)	-0.1	4.0	2.0	10.5	-3.0	-3.2	-0.8	.
Cc1ccc(C)c(N(CC(=O)NCCC2=CCCCC2)S(C)(=O)=O)c1	.	1.0	.	2.4	.	.	2.9	-14.9
CCCN=C1CC(C)(C)CC(=O)/C1=C(/O)CCCN1C(=O)c2ccccc2C1=O	0.1	-0.6	24.2	16.2	7.1	1.6	5.3	-2.7
COc1ccc(CNC(=O)c2c(O)c3ccccc3n(C)c2=O)cc1	2.8	2.7	1.2	1.8	-0.7	-3.6	-2.0	0.0
COc1cc2c(cc1OC)C(=O)C(c1ccc3c(c1)OCO3)CC2 (stereo not drawn)	0.0	0.6	-3.8	0.4	0.3	-4.1	-16.9	-5.6
C[C@@H]1CCCCO[C@H](CN(C)S(=O)(=O)c2cccs2)[C@@H](C)CN([C@@H](C)CO)C(=O)c2cc(NC(=O)c3ccccc3)ccc2O1	0.0	-0.8	.	.	.	.	-4.9	-11.4
CC(NC(=O)c1c(F)cccc1Cl)c1ccc(-n2ccnc2)cc1 (stereo not drawn)	0.3	-0.6	-3.6	-4.6	-8.9	-0.2	-1.9	.
c1ccc(COc2ncnc3c2ncn3CCCN2CCN(Cc3cccc4ccccc34)CC2)cc1	0.0	2.4	.	-15.4	0.8	.	44.7	7.4
O=C(OCc1cc(=O)n2c(n1)sc1ccccc12)c1ccc(O)cc1	0.3	.	-4.6	-2.4	8.0	0.5	-60.0	.
CCn1c(=O)cc(SCC(=O)NCCCN2CCC(C)CC2)c2ccccc21	0.0	.	0.4	.	-8.9	1.5	-9.7	.
CCCNC(=O)N(C)C[C@@H]1Oc2cc(C#CCOC)ccc2S(=O)(=O)N([C@H](C)CO)C[C@H]1C	0.1	8.9	2.9	-4.4	0.5	-0.2	-3.0	2.5
O=C(c1cc2c(s1)CCCC2)N1CCN(CCO)CC1	0.1	2.1	-1.9	0.5	-1.5	-1.7	16.1	8.2
O=C(Nc1cccc(-c2cn3cccnc3n2)c1)c1ccc2c(c1)OCO2	.	-2.7	-3.2	-11.5	-1.5	-2.7	-18.6	-6.9
CC(C)CN(C(=O)CN1CCN(c2cccc(Cl)c2)CC1)c1c(N)n(CC(C)C)c(=O)[nH]c1=O	0.1	-1.7	2.4	4.7	-2.4	0.1	.	1.3
CO[C@H]1CN(C)C(=O)c2cc(NC(=O)C3CC3)ccc2OC[C@@H](C)N(C(=O)c2cnccn2)C[C@H]1C	-0.5	50.7	1.0	2.3	-22.5	-0.5	0.1	-3.4
COc1ccc([C@H]2[C@H](C(=O)OC(C)(C)C)N3N=Cc4ccccc4C3C23C(=O)c2ccccc2C3=O)c(OC)c1 (stereo partly drawn)	0.1	-3.4	.	.	.	.	5.6	-0.3
O=C(NCCn1cccn1)c1ccc(OC2CCN(C(=O)C3CC3)CC2)cc1	0.2	.	-1.3	.	-0.6	1.3	11.5	.
CCOC(=O)c1nn(-c2ccc(OC)cc2)c(=O)c2c(N)scc12	.	0.5	1.1	5.0	2.3	0.1	-7.8	-22.2
COc1ccc(CCN2CCCC(CN(C)Cc3cccc(OC)c3)C2)cc1 (stereo not drawn)	0.0	4.5	1.0	8.8	-35.7	-4.1	.	-19.2
COc1ccc(Cl)cc1NC(=O)CN1CCN(Cc2ccccc2)CC1	0.1	1.7	1.9	2.5	-2.0	1.3	2.5	.
CN(C)C(=O)C[C@H]1CC[C@@H]2[C@@H](COc3ccc(NC(=O)C4CCCCC4)cc3C(=O)N2C)O1	0.0	-1.7	0.5	3.2	6.6	-2.1	9.5	1.8
Fc1ccc(OCCCn2ccnc2)cc1	0.0	2.1	-0.4	0.6	-2.4	-1.1	-8.3	0.4
CO[C@@H](C(=O)N(C)C[C@@H]1OCc2ccccc2-c2ccccc2C(=O)N([C@@H](C)CO)C[C@H]1C)c1ccccc1	0.1	-4.0	-0.2	.	-14.1	-2.9	-16.1	-3.9

Among those listed so far, these have a nitro group on carbon:
SMILES	XiGFP reactiv	Cneo AK release	ERAP1 inh	Statin myotox sup	S100A4 inh HTS	SIRT5 inh	LGR2 inh	PGC1a acetyl inh
COc1ccc(CCNC(=O)CCNC(=O)c2ccc([N+](=O)[O-])cc2)cc1	0.0	-0.8	-2.5	-0.4	-2.5	-7.8	3.9	-1.0
COc1ccc(C(=O)Nc2cc(C)on2)cc1[N+](=O)[O-]	0.5	.	1.1	.	-12.6	-4.8	-12.3	.
O=C(c1ccc(Cl)c([N+](=O)[O-])c1)N1CCN(c2ccccn2)CC1	0.1	.	2.2	.	4.2	4.2	7.8	.

Additional records.
SMILES	XiGFP reactiv	Cneo AK release	ERAP1 inh	Statin myotox sup	S100A4 inh HTS	SIRT5 inh	LGR2 inh	PGC1a acetyl inh
O=C(Nc1cccc(CCc2ccccn2)c1)c1cc(F)c(F)cc1Cl	0.0	.	0.0	7.1	-27.2	0.1	-0.3	-2.7
CCC(=O)N(C)C[C@H]1Oc2cc(-c3cccnc3)ccc2S(=O)(=O)N([C@H](C)CO)C[C@H]1C	-1.0	0.9&2.7	-1.0&0.2	-1.6&15.9	-0.9&36.4	-3.5&0.8	-5.1	9.6&1.6
CC(=O)C1=NOC(CNc2ncc(C(F)(F)F)cc2Cl)C1 (stereo not drawn)	0.0	.	2.3	-13.0	-2.1	-2.9	-30.9	-0.4
COc1cc(C2c3cc4c(cc3OC(N3CCCCC3)C2C)OCO4)cc(OC)c1O (stereo not drawn)	0.1	.	3.3	.	0.0	.	-7.3	2.1
Cc1cc(=O)n2nc(N3CCC(C(=O)NCc4ccccc4F)CC3)sc2n1	0.2	-9.5	-3.0	50.5	-6.1	-5.0	7.3	-11.3
Cc1cccc(OCc2nc(-c3ccc(Br)o3)no2)c1	0.1	0.7	-1.7	5.1	-2.7	-3.0	-20.1	12.0
COc1ccc(C(=O)N/N=c2\oc3ccccc3cc2C(N)=O)cc1	0.1	.	2.5	.	3.0	0.3	-0.5	13.3

SIRT5 inh, what is marked active above
compound | ERAP1 inh | S100A4 inh HTS | SIRT5 inh | LGR2 inh | PGC1a acetyl inh
C[C@@H]1CN([C@@H](C)CO)C(=O)c2cc(Br)cnc2O[C@H]1CN(C)Cc1cccnc1 | -5.1&-3.4 | 0.3&4.3 | 35.6*! | -4.1&7.0 | 7.8&-1.0
